Screens from PubChem BioAssay.
IP6K1 inhibitor – Primary qHTS assay for small molecule inhibitors of Inositol hexaphosphate kinase 1 (IP6K1). IP6K1 kinase, ADP-Glo luminescence, 2 h; hits give low values. activity change, % (series mostly up to about 58 µM). actives 0.81% (n = 140,000); in the data active = activity change below about -25%
Target sequence (Q92551 whole entry, looked up): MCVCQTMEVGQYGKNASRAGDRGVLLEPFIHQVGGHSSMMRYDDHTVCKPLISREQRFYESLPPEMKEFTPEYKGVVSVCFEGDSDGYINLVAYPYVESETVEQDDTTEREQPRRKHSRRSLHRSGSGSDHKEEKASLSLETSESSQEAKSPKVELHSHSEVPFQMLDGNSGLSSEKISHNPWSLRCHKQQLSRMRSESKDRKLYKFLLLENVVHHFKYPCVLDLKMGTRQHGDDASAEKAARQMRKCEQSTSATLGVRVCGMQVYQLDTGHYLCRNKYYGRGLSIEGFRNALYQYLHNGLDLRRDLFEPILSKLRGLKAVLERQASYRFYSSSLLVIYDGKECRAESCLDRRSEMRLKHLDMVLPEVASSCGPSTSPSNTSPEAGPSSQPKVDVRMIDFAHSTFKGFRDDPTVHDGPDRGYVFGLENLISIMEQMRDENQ
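ADP-Glo luminescence measures ADP made by human IP6K1 during a 2 h RT reaction with ATP/IP6 (mix at 1.3 mM/130 uM); top library doses 57.5 and 19.1 uM final.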
SNCA expr inh – Primary qHTS assay for inhibitors of alpha-synuclein gene (SNCA) expression; AID 1671194, 2021; actives 0.17% (n = 140,000); HEK-293 SNCA-luciferase knock-in, luminescence, 24 h; Potency, µM (doses to about 57.2 µM), without a hit: at the top dose activity change, negative = inhibition, usual class: inhibitors;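 also: potency is read from the fitted curve at half-maximal effect; plate controls were DMSO cells for no effect and cell-free wells for full effect; nearly all actives have a fitted effect of over 45% in size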
3T3 cytotox – Cytotoxic Profiling in NIH 3T3 Cell Line of Diverse Libraries Using Quantitative High-Throughput Screening. actives 4.3% (n = 94,000). Potency, µM (doses to about 96.7 µM), for inactives: at the top dose activity change, negative = cytotoxicity, most hits filed as inhibitors. NIH 3T3 viability, CellTiter-Glo ATP luminescence, 48-72 h; also: potency is read from the fitted curve at half-maximal effect; nearly all actives have a fitted effect of over 55% in size
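Cells were seeded at 400 per well, treated with pin-transferred compound, and kept 48 or 72 hr at 37 °C before CellTiter-Glo addition and luminescence imaging of cellular ATP.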
HEK293 viab – GF-AFC viability counterscreen for inhibitors of alpha-synuclein gene (SNCA) expression | actives 0.12% (n = 150,000) | HEK-293-SNCA-luc viability, GF-AFC fluorescence, 24 h | AID 1671193, 2021 | Potency, µM (titrated, usually from 57.1 µM), without a hit: top-dose activity change, negative = cytotoxicity, most hits filed as cytotoxic;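 also: potency is read from the fitted curve at half-maximal effect; 0% = DMSO-treated cells and -100% = medium-only wells without cells; nearly all actives have a fitted effect of over 30% in size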
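Cytotoxicity counterscreen: after 24 h compound treatment of genome-edited SNCA-luciferase HEK-293 cells, live-cell protease substrate GF-AFC read by fluorescence after 30 min; activity scaled between DMSO (0%) and medium-only (-100%), curves Hill-fitted.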
GPT2 inh – Primary qHTS assay for inhibitors of Glutamate pyruvate transaminase 2 (GPT2). Alanine aminotransferase 2 (Homo sapiens), Q8TD30. Recombinant GPT2, coupled pyruvate oxidase/HRP Amplex Red fluorescence. Potency, µM (highest dose often 57.7 µM), for the others: top-dose activity change, negative = inhibition, usual class: inhibitors. actives 0.25% (n = 100,000). AID 1671188, 2021; also: potency is read from the fitted curve at half-maximal effect; nearly all actives have a fitted effect of over 60% in size; many of its hits are not listed in these tables
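Fluorescence read-out: pyruvate from GPT2 turnover coupled to pyruvate oxidase, HRP and Amplex Red (0.2mM ThPP, 0.2U/mL PO and HRP, 50uM Amplex final). Substrates 250uM a-KG, 2mM L-alanine; enzyme 10ng/uL; 30 min RT.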
Luciferase inh – Firefly luciferase inhibition profiling of diverse chemical library using quantitative high-throughput screening; Potency, µM (doses to about 115 µM), for inactives: top-dose activity change, negative = inhibition, most hits filed as inhibitors; actives 2.5% (n = 76,000); AID 1347043, 2019; purified P. pyralis luciferase, luminescence, biochemical; also: potency is read from the fitted curve at half-maximal effect; nearly all actives have a fitted effect of over 65% in size
Target sequence (P08659 whole entry, looked up): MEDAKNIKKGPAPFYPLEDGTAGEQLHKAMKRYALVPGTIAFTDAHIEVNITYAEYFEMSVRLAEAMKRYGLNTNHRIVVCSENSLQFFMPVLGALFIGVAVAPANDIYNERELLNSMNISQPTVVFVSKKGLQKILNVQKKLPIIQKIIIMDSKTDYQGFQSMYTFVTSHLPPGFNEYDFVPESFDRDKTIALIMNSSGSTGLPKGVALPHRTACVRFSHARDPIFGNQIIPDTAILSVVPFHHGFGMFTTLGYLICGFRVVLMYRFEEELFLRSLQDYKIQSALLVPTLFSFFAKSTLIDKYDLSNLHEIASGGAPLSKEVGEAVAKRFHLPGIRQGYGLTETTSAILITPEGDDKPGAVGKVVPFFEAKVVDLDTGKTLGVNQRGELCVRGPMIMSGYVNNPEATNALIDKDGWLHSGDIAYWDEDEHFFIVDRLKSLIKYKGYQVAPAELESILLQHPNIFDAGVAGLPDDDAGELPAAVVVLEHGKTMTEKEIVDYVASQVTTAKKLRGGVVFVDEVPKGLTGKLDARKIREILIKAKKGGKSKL
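Cell-free enzyme assay, 10nM P. pyralis luciferase, luciferin and ATP each at 10uM. Inhibition profiled over a 6-point titration, read as luminescence.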
HEK cytotox – Cytotoxic Profiling in HEK 293 Cell Line of Diverse Libraries Using Quantitative High-Throughput Screening | Potency, µM (highest dose often 115 µM), for the others: at the top dose activity change, negative = cytotoxicity, usual class: inhibitors | HEK 293 viability, ATP luminescence (CellTiter-Glo), 48-72 h | actives 6.6% (n = 94,000) | AID 1345083, 2018; also: potency is read from the fitted curve at half-maximal effect; nearly all actives have a fitted effect of over 60% in size
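Viability of HEK 293 cells, plated at 250 cells/well, was judged by cellular ATP after compound treatment for 48 or 72 hr. Luminescence was imaged 10 min after CellTiter-Glo addition at room temperature.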
* marks the source's active call; other numbers are inactive results; i = inactive; ? = inconclusive; . = no result given; & = joins results of further samples; [ ] = dose if it differs, or a comment. Unless noted, calls follow the shape of the dose curve; as a rule, active = well fitted curve in the direction sought with a large enough effect; inconclusive = small, poorly fitted or top-dose-only effect, or another doubt; inactive = no such curve, though single readings can be large; an effect the other way counts as inactive or inconclusive. Unless noted, % is scaled to controls: 0 for no effect and ±100 for the full control effect.

SMILES	IP6K1 inhibitor	SNCA expr inh	3T3 cytotox	HEK293 viab	GPT2 inh	Luciferase inh	HEK cytotox
O=C(Nc1cc(Cl)cc(Cl)c1)c1cc(S(=O)(=O)N2CCC3(CC2)OCCO3)ccc1F	9	-6%	.	-1%	.	.	.
CCc1cccc(NC(=O)Cn2c(=O)n(-c3ccccc3C)c(=O)c3c2c2cc(C)ccc2n3C)c1	1	5%	.	7%	.	.	.
COc1cc(C(=O)Nc2ccc3nc(SCc4ccc(C)cc4)sc3c2)cc(OC)c1OC	8	-14%	.	8%	.	.	.
COC[C@@H]1[C@H](NC(=O)COc2ccc(-n3cnnn3)cc2)[C@@H]2CCO[C@H]12	7	3%	-2%	-5%	2%	-9%	i
Cc1noc(C)c1CC(=O)N1CCC2(CC1)N(c1ccccc1)C(=O)CS2=O (configuration not stated)	13	-4%	2%	7%	i	10%	-4%
Cc1ccccc1C(=O)OCc1cc(=O)n2nc(C(C)C)sc2n1	13	201%[activator]	.	-4%	.	.	.
Cc1cccc(OCCc2noc(C3CCCN3C(=O)c3cccc(C)c3)n2)c1 (configuration not stated)	26	2%	-23%	1%	i	1%	?
CN(Cc1cn[nH]c1-c1ccc(F)cc1)C(=O)c1ccccc1C1CCNC1 (configuration not stated)	7	76%[activator]	3%	-5%	i	-9%	-4%
O=C(NCCc1ccccc1)C1CCCCN1Cc1ccc(-c2ccsc2)cc1 (configuration not stated)	7	?	?	-14%	3%	.	28µM*
O=C(NC1CCCCC1)N1CCCC1c1noc(COc2ccc(F)cc2)n1 (configuration not stated)	-7	17%	-26%	0%	1%	-2%	?
Cc1ccc(NC(=O)c2cccc(C(C)(C)C#N)c2)cc1Nc1ccc2ncn(C)c(=O)c2c1	.	19%	.	?	?	.	.
CN(C(=O)CSc1nc(C2CCCC2)nc2c1c(=O)n(C)c(=O)n2C)c1ccccc1	7	2%	.	4%	.	.	.
O=C(NCc1ccccc1Cl)c1ccc(CN2C(=O)NC3(CCOCC3)C2=O)cc1	1	4%	-19%	9%	i	-8%	-22%
COc1ccc(CCc2nc3nccc(-c4ccsc4)n3n2)cc1OC	-6	42%[activator]	?	-10%	-15%	-11%	?
NCCS	7	-20%	.	5%	-2%&0%	.	.
CCOC(=O)c1ccc2c(c1)N(Cc1cccc([N+](=O)[O-])c1)C(=O)c1ccccc1S2	9	-6%	.	6%	.	.	.
CSc1cccc(N2C(=O)N(Cc3ccc([N+](=O)[O-])cc3)c3ccccc3S2(=O)=O)c1	44	20%	.	1%	.	.	.
N#Cc1ccc(NC2=NS(=O)(=O)c3ccccc32)cc1	-7	24%	.	3%	.	.	.
CCOc1ccc(NS(=O)(=O)c2ccc(NC(=O)N3CCCC3)cc2)cc1	-8	-10%	.	-16%	.	.	.
CN1CCN(c2nc3c(c(=O)[nH]2)CCN(Cc2ccc(F)c(F)c2)CC3)CC1	2	-11%	-21%	2%	4%	14%	-21%
N#Cc1ccc(CN2CCCCCCNC(=O)CC2)cc1	-8	3%	-6%	4%	i	10%	-15%
Cc1sc(C2C(C#N)=C(N)N(c3ccc(Cl)cc3)C3=C2C(=O)CCC3)cc1CN1CCOCC1 (configuration not stated)	7	6%	.	-29%	.	.	.
O=S(=O)(c1ccc2nc(N3CCN(c4cccc(Cl)c4)CC3)ccc2c1)N1CCCCC1	5	12%	.	-4%	.	.	.
COc1cccc(C(=O)N[C@@H]2CN(Cc3cccnc3)C[C@H]2CN(C)C)c1	0	-5%	i	-4%	i	10%	-10%
COc1cc(CNCc2ccccc2C)ccc1OCC(O)CN1CCC(O)CC1 (configuration not stated)	12	?	?	-13%	-1%	-8%	-29%

Single records, from the list above. Order of values: IP6K1 inhibitor, SNCA expr inh, 3T3 cytotox, HEK293 viab, GPT2 inh, Luciferase inh, HEK cytotox
Cc1ccccc1C(=O)OCc1cc(=O)n2nc(C(C)C)sc2n1 across the screens: 13, 201%[activator], ., -4%, ., ., .
CN(Cc1cn[nH]c1-c1ccc(F)cc1)C(=O)c1ccccc1C1CCNC1 (configuration not stated) across the screens: 7, 76%[activator], 3%, -5%, i, -9%, -4%
CN(C(=O)CSc1nc(C2CCCC2)nc2c1c(=O)n(C)c(=O)n2C)c1ccccc1 across the screens: 7, 2%, ., 4%, ., ., .
COC[C@@H]1[C@H](NC(=O)COc2ccc(-n3cnnn3)cc2)[C@@H]2CCO[C@H]12 across the screens: 7, 3%, -2%, -5%, 2%, -9%, i
COc1ccc(CCc2nc3nccc(-c4ccsc4)n3n2)cc1OC across the screens: -6, 42%[activator], ?, -10%, -15%, -11%, ?

More entries.
SMILES	IP6K1 inhibitor	SNCA expr inh	3T3 cytotox	HEK293 viab	GPT2 inh	Luciferase inh	HEK cytotox
COCCCNC(=O)N1CCCCCCn2c(nnc2-c2ccc(F)cc2)CC1	-5	-12%	-21%	-2%	i	-6%	-12%
COc1ccc2c(CNCc3ccc(Cl)cc3)c(C(=O)O)n(Cc3ccccc3C)c2c1	-4	-19%	.	5%	.	.	.
CCN1CCN(C(c2ccccc2Cl)c2c(O)cc(C)n(CCOC)c2=O)CC1 (configuration not stated)	7	10%	.	5%	.	.	.
CCc1ccc(-n2nc(C)c3c(C)cc(=O)n(CC(=O)Nc4ccc(C(C)=O)cc4)c32)cc1	28	18%	.	2%	.	.	.
Cc1ccc(NC(=O)CN(Cc2ccccc2)S(=O)(=O)c2ccc3nc(C)sc3c2)c(C)c1	-15	-28%	.	-2%	.	.	.
Cc1ccc(NC(=O)CN2C(=O)CCc3cc(S(=O)(=O)N4CCOCC4)ccc32)c(C)c1	-3	11%	.	2%	.	.	.
c1cncc(CN2CCNc3cc(-c4cn[nH]c4)ncc3C2)c1	-16	1%[87.6 µM]	i	3%[87.6 µM]	i	?	?
CC1CCCC(C)N1C(=O)c1ccc2nc(-c3ccnc(Cl)c3)oc2c1 (configuration not stated)	14	-3%[87.6 µM]	?	2%[87.6 µM]	3%[88.5 µM]	.	?
COC1C(=O)N(C2CCN(C(=O)c3cccnc3)CC2)C12CCOCC2 (configuration not stated)	-7	21%	-4%	4%	2%	-8%	3%
Cc1ccc(-c2cc(C(=O)N3CCN(S(=O)(=O)c4ccc(Br)s4)CC3)[nH]n2)cc1C	-2	21%	.	-9%	.	.	.
Cc1noc([C@@H]2CN(S(=O)(=O)c3ccc(C#N)cc3)C[C@H]2C(N)=O)n1	-1	2%	i	-11%	i	7%	-3%
COC(=O)c1ccc(NC(=O)CCOc2ccccc2)cc1	22	94%[activator]	.	16%	.	.	.
CCn1ncc(N2CCC(NC(=O)c3ccc(C)c(C)c3)CC2)cc1=O	8	5%	-15%	-13%	i	-3%	i
CC1CCN([C@@H]2[C@H](O)[C@H](CO)O[C@@H]2CNC2CCCCC2)CC1	-11	-7%[87.6 µM]	-20%[138 µM]	-25%[87.6 µM]	i	-13%[172 µM]	-28%[172 µM]
O=C(NCc1ccccc1F)c1nc2cccnc2n(Cc2ccccc2)c1=O	13	-26%	?	-7%	-12%	.	79µM*
COC(=O)[C@H](Cc1ccc(OC)cc1)NC(=O)[C@@H]1CN(S(C)(=O)=O)CCN1S(=O)(=O)c1ccccc1	-5	-26%	-3%	-6%	5%	2%	-2%
O=C1[C@@H]2C[C@@H](O)CN2C2(CN(Cc3ccc(OC(F)(F)F)cc3)C2)C(=O)N1Cc1ccccc1	-10	-7%	-3%	3%	0%	0%	-1%
O=C(C1CC(=O)N(c2n[nH]c3cccc(F)c23)C1)N1CCSCC1 (configuration not stated)	8	-19%	i	-5%	-2%	-5%	15%
CCOC(=O)c1c(S(=O)(=O)N2CCC(C(=O)Nc3ccccc3OC)CC2)c(C)n(CC)c1C	1	-2%	.	-1%	.	.	.
CC(C)CCNC(=O)CSc1nc2ccsc2c(=O)n1Cc1ccccc1Cl	29	26%	.	-17%	.	.	.
O=C(CCC[C@@H]1[C@H]2CCCN3CCC[C@@H](CN1Cc1ccccc1)[C@@H]23)NCCCn1cccn1	-1	-5%	-19%	6%	-14%	3%	-8%
COc1ccccc1-c1cccc(CN2CCCC(C(=O)N3CCOCC3)C2)c1 (configuration not stated)	-2	-8%	?	1%	i	.	?
CC(=O)N1CCc2c(sc3c2c(=O)n(CCc2ccccc2)c(=O)n3Cc2ccccc2C)C1	14	-11%	.	-2%	.	.	.
CCCOc1ccc(C2CC(=O)Nc3c2c(C)nn3-c2nncc(-c3cccc(OC)c3)n2)cc1OC (configuration not stated)	20	22%	.	?	.	.	.
Cc1ccc(CNC(=O)N2CCC(Cc3nc(-c4ccncc4)n[nH]3)CC2)cc1	-1	7%	-26%	11%	i	-7%	4%
CCCN1C(=O)c2ccccc2CC1(C)C(=O)NC1CCCCC1 (configuration not stated)	5	7%	.	2%	.	.	.

Random excerpt: two entries already listed.
SMILES	IP6K1 inhibitor	SNCA expr inh	3T3 cytotox	HEK293 viab	GPT2 inh	Luciferase inh	HEK cytotox
NCCS	7	-20%	.	5%	-2%&0%	.	.
O=C(CCC[C@@H]1[C@H]2CCCN3CCC[C@@H](CN1Cc1ccccc1)[C@@H]23)NCCCn1cccn1	-1	-5%	-19%	6%	-14%	3%	-8%

Only part of the results is shown. The share of hits here may be higher or lower than overall.
